Screens (PubChem BioAssay)
N370S GC: qHTS Assay for Inhibitors and Activators of N370S glucocerebrosidase as a Potential Chaperone Treatment of Gaucher Disease; N370S GC spleen homogenate, 4MU-glucoside fluorescence; Potency, µM (highest dose often 59.4 µM), for inactives: at the top dose activity change, negative = inhibition, actives largely listed as inhibitors; actives 0.092% (n = 330,000); AID 2101, 2009; active = well fitted inhibition curve with a large enough effect; inconclusive = small, poorly fitted or top-dose-only effect, or effect the other way, or another doubt; inactive = no such curve, though single readings can be large or run the other way;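 also: 0% = full enzyme activity and -100% = no enzyme basal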
The depositor's hits bear a star; ? = inconclusive; & = joins results of further samples; [ ] = another dose, or the depositor's remark. Potency is read from the fitted curve at half-maximal effect. An excerpt. The share of hits here may be higher or lower than overall.

#	N370S GC	SMILES
1	-7.6%	COc1ccccc1-c1cncnc1NCCNC(C)=O
2	3.8%	O=C(c1csnn1)N1CCC2(CC1)CN(C(c1ccccc1)c1ccccc1)C2
3	-16.6%	Oc1c(Cl)cc(CN2CCCCC2)c2cccnc12
4	4.2%	O=C(c1cc(C(F)(F)F)cc(C(F)(F)F)c1)N1CCC2(CCCN(Cc3nccs3)C2)CC1
5	-10.1%	CC(C)NC(=O)N1CCC2(CC1)CCN(S(C)(=O)=O)CC2
6	-2.8%	O=C(O)c1c(C(=O)O)c2ccccc2[nH]c1=O
7	-1.2%	O=C(NCCCCCCNC(=O)NCc1ccco1)NCc1ccco1
8	8.3%	COc1ccc(-c2nc3cnc(OCc4ccccc4)nc3n(CCC#N)c2=O)cc1
9	-6.0%[12.8 µM]	COc1ccc([C@]23Cc4c(ccc5ccccc45)C(O2)C2=C(CCCC2=O)O3)cc1
10	1.1%	O=C(c1ccco1)N1CCC2(CC1)CCN(c1cccc(-c3ccccc3)c1)CC2
11	0.6%	N#Cc1cccc(NC(=O)N2CC3(CCN(C(=O)c4cnccn4)CC3)C2)c1
12	-9.4%	Cc1nc2cnc(N3CCN(C)CC3)nc2n(Cc2cccs2)c1=O
13	19.1%	Cc1nc2c(c(=O)n1Cc1ccco1)c1nc3ccccc3nc1n2Cc1ccccc1
14	-8.3%	O=C(c1ccncc1)N1CCC2(CCCN(Cc3ccncc3)C2)CC1
15	-5.6%	Cc1ccc2oc(=O)c3cc(C(=O)N4CCN(C(=O)c5ccco5)CC4)sc3c2c1
16	14.3%	O=C(c1cccc(F)c1)N1CCC2(CCCN(c3ccc(-c4ccccc4)cc3)C2)CC1
17	6.3%	CN1CCN(c2ncncc2-c2ccccc2C(F)(F)F)CC1
18	6.5%	CC(=O)N1CCC2(CC1)CCN(C(=O)Nc1cccc(C#N)c1)CC2
19	-4.9%	COc1ccc(Oc2ncc3ncc(=O)n(Cc4cccc(OC)c4)c3n2)cc1
20	3.3%	Cc1nc2cnc(Oc3ccccc3)nc2n(Cc2cccs2)c1=O
21	-1.4%	O=C(Nc1ccccc1)N1CCCC2(CCN(C(=O)c3ccco3)CC2)C1
22	2.6%	O=C(O)CCC(=O)N1CCCC1C(=O)O (stereo not drawn)
23	4.3%&2.7%&4.1%&8.3%&-17.8%	NCCc1ccc(O)c(O)c1
24	-16.3%	COc1ccc(CNc2ncnc3ccc(-c4ccc5c(c4)OCO5)cc23)c(OC)c1
25	-26.9%	CCOC(=O)c1cnc2cc(F)c(F)cc2c1N1CCN(C)CC1
26	-6.1%	COc1ccc2[nH]cc(CCNc3cc(-c4cccc(C#N)c4)ncn3)c2c1
27	1.2%	O=C(Nc1cccc(F)c1)N1CCC2(CC1)CCN(C(=O)c1ccco1)CC2
28	11.4%	CN(C)c1ncc2nc(-c3ccccc3)c(=O)n(CCC#N)c2n1
29	11.2µM*	COc1ccc(CNc2nc(-c3cccnc3)nc3ccccc23)c(OC)c1
30	-21.7%	COc1ccccc1CNc1ccnc(-c2ccc(N(C)C)cc2)n1
31	26.5%	CCNc1ncc2nc(-c3ccc(OC)cc3)c(=O)n(CCC#N)c2n1
32	?	Cc1ccccc1-c1nc(NC2CC2)c2ccccc2n1

Next section, overlapping the part above by 7 compounds.
#	N370S GC	SMILES
26	-6.1%	COc1ccc2[nH]cc(CCNc3cc(-c4cccc(C#N)c4)ncn3)c2c1
27	1.2%	O=C(Nc1cccc(F)c1)N1CCC2(CC1)CCN(C(=O)c1ccco1)CC2
28	11.4%	CN(C)c1ncc2nc(-c3ccccc3)c(=O)n(CCC#N)c2n1
29	11.2µM*	COc1ccc(CNc2nc(-c3cccnc3)nc3ccccc23)c(OC)c1
30	-21.7%	COc1ccccc1CNc1ccnc(-c2ccc(N(C)C)cc2)n1
31	26.5%	CCNc1ncc2nc(-c3ccc(OC)cc3)c(=O)n(CCC#N)c2n1
32	?	Cc1ccccc1-c1nc(NC2CC2)c2ccccc2n1
33	8.9%	COc1ccc(Oc2ncc3ncc(=O)n(C4CC4)c3n2)cc1
34	12.0%	N#Cc1ccccc1-c1ccc2ncnc(NCc3cccs3)c2c1
35	-6.2%	O=C(c1csnn1)N1CCC2(CC1)CCN(C(c1ccccc1)c1ccccc1)CC2
36	-2.1%	CN(C)c1ccc(-c2ccc3ncnc(N(C)Cc4ccco4)c3c2)cc1
37	20.7%	COc1cccc(Cn2c(=O)c(-c3cccs3)nc3cnc(N4CCOCC4)nc32)c1
38	4.4%	COc1ccc(N2C(C(C)=O)=NN(c3ccccc3)C2c2cccs2)cc1 (stereo not drawn)
39	-16.6%	O=C(c1cnccn1)N1CCC2(CC1)CCN(c1ccccn1)CC2
40	4.9%	O=C(Nc1cccc(F)c1)N1CC2(CCN(C(=O)c3cccc(F)c3)CC2)C1

Four compounds out of the list, ordered by number of heavy atoms, largest number first.
#	N370S GC	SMILES
37	20.7%	COc1cccc(Cn2c(=O)c(-c3cccs3)nc3cnc(N4CCOCC4)nc32)c1
38	4.4%	COc1ccc(N2C(C(C)=O)=NN(c3ccccc3)C2c2cccs2)cc1 (stereo not drawn)
39	-16.6%	O=C(c1cnccn1)N1CCC2(CC1)CCN(c1ccccn1)CC2
33	8.9%	COc1ccc(Oc2ncc3ncc(=O)n(C4CC4)c3n2)cc1

Further structures:
#	N370S GC	SMILES
41	7.7%	Cn1cc(-c2nc3cncnc3n(Cc3ccccc3Cl)c2=O)c2ccccc21
42	?	CN(Cc1ccco1)c1ncnc2ccc(-c3cccc(Cl)c3)cc12
43	5.7%	O=C(c1cccc(F)c1)N1CCC2(CC1)CN(Cc1ccccc1)C2
44	11.2%	C(=C\c1ccc(/C=C/c2ccccc2)nn1)/c1ccccc1
45	-4.1%	NC(=O)c1ccccc1-c1nc(-n2ccnc2)c2ccccc2n1
46	-2.2%	Cn1cccc1C(=O)N1CCC2(CC1)CN(C(c1ccccc1)c1ccccc1)C2
47	-0.3%	O=C(c1ccco1)N1CCC[C@@]2(CCN(C(c3ccccc3)c3ccccc3)C2)C1
48	14.0%	CN1CC[C@@]2(CCCN(S(=O)(=O)c3ccccc3)C2)C1
49	-2.2%	COc1ccc(C2c3c(nc[nH]c3=O)Oc3nc[nH]c(=O)c32)cc1
50	-8.7%	O=c1c(-c2cccc(F)c2)nc2cncnc2n1-c1ccccc1
51	11.2%	CCNc1ncc2nc(-c3cc(F)cc(F)c3)c(=O)n(C[C@H]3CCCO3)c2n1
52	15.8%	COCCn1c(=O)cnc2cnc(Oc3ccc(OC)cc3)nc21
53	-5.3%	O=c1c(CCc2ccccc2)nc2cnc(N3CCNCC3)nc2n1C1CC1
54	-23.9%	C/C(=N\Nc1nc2ccccc2[nH]1)c1ccccn1
55	-15.5%	Cn1cccc1C(=O)N1CCC2(CCCN(c3ccccc3)C2)CC1
56	7.7%	COCCn1c(=O)c(-c2ccc(F)cc2)nc2cnc(OC)nc21
57	-4.9%	COc1cccc(Cn2c(=O)c(-c3cc(F)cc(F)c3)nc3cnc(N4CCOCC4)nc32)c1
58	-0.4%	Nc1c(C(=O)c2ccco2)oc2ccccc12
59	0.6%	O=C(O)c1cc(-c2cc(C(=O)O)c3ccccc3n2)nc2ccccc12
60	-2.0%	Cc1cccc(CNc2ncncc2-c2ccccc2CN(C)C)c1
61	10.0%	COc1ccc(C(=O)N2CCC3(CCCN(c4ccccc4)C3)CC2)cc1
62	-10.1%	COc1ccc(CNc2ncnc3ccc(-c4ccccc4C#N)cc23)c(OC)c1
63	-1.0%	COCC(=O)N1CCC2(CC1)CN(C(=O)Nc1cccc(C#N)c1)C2
64	7.8%	N#Cc1cccc(NC(=O)N2CC[C@@]3(CCCN(C(=O)c4csnn4)C3)C2)c1
65	4.5%	COCCn1c(=O)c(-c2ccc(Cl)cc2)nc2cnc(Oc3ccc(OC)cc3)nc21
66	3.1%	O=C(c1cnccn1)N1CCC2(CC1)CCN(c1ncccn1)CC2
67	8.2%	COc1ccc(C(=O)N2CCC3(CC2)CN(c2ccccn2)C3)cc1
68	-3.2%	O=C(c1csnn1)N1CCC2(CCCN(c3ccncc3)C2)CC1
69	10.3%	COc1cccc(Cn2c(=O)c(-c3cn(C)c4ccccc34)nc3cnc(N4CCOCC4)nc32)c1
70	9.1%	Cn1nnnc1SCC1=C(C(=O)O)N2C(=O)C(NC(=O)C(OC=O)c3ccccc3)C2SC1 (stereo not drawn)
71	-0.9%	COCC(=O)N1CCC2(CCCN(Cc3ccccc3)C2)CC1
72	23.5%	CCNc1ncc2nc(C)c(=O)n(C3CC3)c2n1
73	3.8%	COc1ccc(C(=O)N2CCC3(CC2)CCN(c2ccccn2)CC3)cc1
74	-16.4%	O=c1c(-c2cc(F)cc(F)c2)nc2cnc(N3CCNCC3)nc2n1Cc1cccs1
75	-16.4%	O=C(c1cc(C(F)(F)F)cc(C(F)(F)F)c1)N1CCC[C@@]2(CCN(c3ncccn3)C2)C1
76	-11.3%	Cc1nc2cnc(Nc3ccccc3)nc2n(C[C@H]2CCCO2)c1=O
77	-3.4%	O=S(=O)(c1ccccc1)N1CCCc2ccccc21
78	18.9%	Cc1nc2cnc(OCc3ccccc3)nc2n(Cc2ccc(F)cc2)c1=O
79	-5.2%	COc1ccc(CNc2ccnc(-c3ccc(C(=O)N(C)C)cc3)n2)c(OC)c1
80	-12.1%	COc1ccc(-n2c(=O)c(-c3cn(C)c4ccccc34)nc3cnc(N4CCNCC4)nc32)cc1
81	-1.1%	N#Cc1c(Cl)nc(-c2cccnc2)nc1-c1ccccc1
82	10.7%	c1cncc(-c2cncnc2NC2CCNCC2)c1
83	-22.9%	COc1ccc2[nH]cc(CCNc3ncnc4ccc(-c5cccc(C#N)c5)cc34)c2c1
84	-4.1%	c1ncc(-c2ccoc2)c(NC2CC2)n1
85	1.6%	COCCn1c(=O)c(C)nc2cnc(Oc3ccccc3)nc21
86	-6.5%	COc1ccc(-n2c(=O)c(-c3ccccc3)nc3cncnc32)cc1
87	-5.2%	COc1ccc(Oc2ncc3nc(-c4ccc(OC)cc4)c(=O)n(Cc4cccs4)c3n2)cc1
88	23.6%	CCNc1ncc2nc(-c3ccc(F)cc3)c(=O)n(Cc3ccc(F)cc3)c2n1
89	1.6%	COc1ccc(C(=O)N2CCC[C@@]3(CCN(C(=O)Nc4cccc(C#N)c4)C3)C2)cc1
90	2.8%	CC(=O)NCCNc1cc(-c2ccccc2C(F)(F)F)ncn1
91	1.7%	CC(=O)N1CCC[C@@]2(CCN(C(=O)Nc3ccccc3)C2)C1
92	12.4%	O=c1c(-c2cc(F)cc(F)c2)nc2cncnc2n1Cc1ccccc1
93	-12.7%	FC(F)(F)c1ccccc1-c1ccc2ncnc(NCCN3CCOCC3)c2c1
94	15.2%	COc1ccc(Oc2ncc3nc(-c4ccc(F)cc4)c(=O)n(CCC#N)c3n2)cc1
95	-7.2%	COc1ccc(C(=O)N2CCC3(CCN(Cc4cc(C(F)(F)F)cc(C(F)(F)F)c4)CC3)CC2)cc1
96	14.9%	O=S(=O)(c1ccccc1)N1CCC2(CCN(c3ccc(-c4ccccc4)cc3)CC2)CC1

(continued)
#	N370S GC	SMILES
97	-2.7%	CC1(C)C(=O)CC[C@@]2(C)[C@H]1CC[C@@]1(C)CC3=C(CC[C@@H]12)[C@@]1(C)CCC(=O)C(C)(C)[C@@H]1CC3
98	-4.6%	Cc1cnc(CNc2ccnc(-c3ccoc3)n2)cn1
99	-2.6%	Cc1cnc(CNc2ncnc3ccc(-c4ccc(N(C)C)cc4)cc23)cn1
100	2.2%	CN(Cc1ccco1)c1ncncc1-c1ccoc1
101	-1.3%	Cc1noc(C)c1-c1nccc(N(C)Cc2ccco2)n1
102	0.9%	CN(C)c1ccc(-c2cncnc2NCCN2CCOCC2)cc1
103	-6.6%	Oc1ccc(/C=N/Nc2ccc(C(F)(F)F)cn2)c(O)c1
104	2.9%	CCNc1ncc2nc(-c3cn(C)c4ccccc34)c(=O)n(Cc3cccc(OC)c3)c2n1
105	12.6%	O=c1c(CCc2ccccc2)nc2cncnc2n1Cc1ccc(F)cc1
106	-25.3%	COc1ccccc1CNc1ccnc(-c2cccnc2)n1
107	4.7%	CN1C(=O)N(C)C2=NNC=NC2(O)C1=O (stereo not drawn)
108	5.9%	O=C(Cn1nnc2ccccc21)OCC(=O)c1ccc(Cl)cc1
109	13.0%	Cc1cnc(CNc2ccnc(-c3ccc(C(=O)N(C)C)cc3)n2)cn1
110	2.9%	COc1ccc(-c2nc3cnc(OC)nc3n(Cc3ccc(F)cc3)c2=O)cc1
111	-2.4%	CS(=O)(=O)N1CCC2(CCCN(c3ncccn3)C2)CC1
112	?	O=C1[C@@H]2Cc3c([nH]c4ccccc34)C(c3cccc([N+](=O)[O-])c3)N2C(=O)CN1C1CCN(Cc2ccccc2)CC1 (stereo partly drawn)
113	-6.2%	N#Cc1ccc(CN2CCC3(CCNCC3)CC2)cc1
114	-3.2%	COCC(=O)N1CCC2(CC1)CCN(C(c1ccccc1)c1ccccc1)CC2
115	2.9%	CCNc1ncc2nc(-c3ccccc3)c(=O)n(-c3ccc(OC)cc3)c2n1
116	7.3%	O=C(c1cccc(F)c1)N1CCC2(CCN(Cc3ccncc3)CC2)CC1
117	4.4%	c1cn(-c2cc(-c3ccc4c(c3)OCO4)ncn2)cn1
118	-10.5%	Cn1cccc1C(=O)N1CCC[C@@]2(CCN(Cc3cc(C(F)(F)F)cc(C(F)(F)F)c3)C2)C1
119	-7.9%	N#Cc1cccc(NC(=O)N2CCC3(CC2)CCN(C(=O)c2cnccn2)CC3)c1
120	10.0%	COc1ncc2nc(-c3ccc(F)cc3)c(=O)n(C)c2n1
121	?	COc1ccc(CNc2cc(-c3ccccc3Cl)ncn2)c(OC)c1
122	-11.1%	N#Cc1cccc(-c2nccc(-n3ccnc3)n2)c1
123	-2.3%	O=C(c1ccco1)N1CCC2(CCCN(c3cccc(-c4ccccc4)c3)C2)CC1
124	3.9%	O=C(c1cccc(F)c1)N1CCC2(CC1)CCN(c1cccc(-c3ccccc3)c1)CC2
125	-1.4%	CC1(C(=O)O)NCCc2cc(O)c(O)cc21 (stereo not drawn)
126	-2.5%	COc1ccc(C(=O)N2CCC3(CCCN(Cc4ccncc4)C3)CC2)cc1
127	-4.0%	CS(=O)(=O)N1CCC2(CCN(Cc3ccncc3)CC2)CC1
